rad50 = NCI yeast anticancer drug screen, S. cerevisiae rad50 strain. growth inhibition, % at 50 µM. 79,000 compounds, 10% hits;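 further: 0% = growth of vehicle-only cultures of the same strain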
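Inhibition values express reduced yeast growth in compound-treated cultures relative to vehicle-treated controls.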
sgs1 mgt1 = NCI yeast anticancer drug screen, S. cerevisiae sgs1 mgt1 strain; % growth inhibition at 50 µM; 78,000 compounds, 10% hits;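 further: 0% = growth of vehicle-only cultures of the same strain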
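Read-out: growth inhibition vs vehicle controls. Cells: mutant yeast strain deficient in DNA damage repair.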
yeast mec2-1 = NCI yeast anticancer drug screen, S. cerevisiae mec2-1 strain | 79,000 compounds, 9% hits | growth inhibition, % at 50 µM;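 further: 0% = growth of vehicle-only cultures of the same strain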
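Each compound was tested on mec2-1 yeast, a strain altered in DNA damage repair or cell cycle control. Growth inhibition is reported relative to vehicle.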
yeast mlh1 rad18 = NCI yeast anticancer drug screen, S. cerevisiae mlh1 rad18 strain. % growth inhibition at 50 µM. AID 175. 79,000 compounds, 11% hits;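 further: 0% = growth of vehicle-only cultures of the same strain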
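In this whole-cell yeast screen, a strain with altered DNA damage repair is challenged with compound, and its growth is measured against matched vehicle-treated controls.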
bub3 = NCI yeast anticancer drug screen, S. cerevisiae bub3 mutant strain; growth inhibition, % at 50 µM; 78,000 compounds, 9.9% hits; AID 167;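 further: 0% = growth of vehicle-only cultures of the same strain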
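Whole-cell yeast assay. The mutant strain was incubated with compounds, and growth inhibition was determined by comparison with vehicle-treated cells.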
yeast cln2 rad14 = NCI yeast anticancer drug screen, S. cerevisiae cln2 rad14 strain; % growth inhibition at 50 µM; 78,000 compounds, 8.3% hits;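 further: 0% = growth of vehicle-only cultures of the same strain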
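Growth of compound-exposed yeast (cln2 rad14 genotype) measured and expressed as inhibition relative to vehicle.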
An asterisk follows results filed as active; x = no result given; & = joins results of further samples. No stated cut-off is given here; in the data, active means growth inhibition above about 70%; inactive means the rest. No enrichment for hits; about 15% have a hit in one of these screens.

1) c1ccc(CSc2ncnc3oc(-c4ccccc4)nc23)cc1
2) COC(=O)C(C(=O)C(=O)Nc1c(C)cccc1C)c1cnc2ccccc2n1 (stereo not given)
3) CCNC(=S)NNC(=S)NNc1ccccc1
4) Cn1c(=O)c2[nH]c(SCc3ccccn3)nc2n(C)c1=S
5) CCOC(=O)C1(C#N)C(c2ccccc2)CC(O)(c2ccc(OC)cc2)C(C(=O)c2ccc(OC)cc2)C1c1ccccc1 (stereo not given)
6) CCC(CC)C(O)C1CCCCC1O (stereo not given)
7) CCOc1ccc(Nc2cc([N+](=O)[O-])ccc2C(=O)O)cc1
8) CCCCCCCCCCCC(=O)N(C)CCS(=O)(=O)O
9) Cc1cc(N)c2cc(N)ccc2n1
10) NC(=S)N/N=C1/C(=O)N(c2ccc(Cl)cc2Cl)C(=O)C(=O)C1c1nc2ccccc2s1 (stereo not given)

assay / entry,1,2,3,4,5,6,7,8,9,10
yeast cln2 rad14,11,22,4,-47,-25,-24,x,13,65,9
rad50,22,-13,41,6,4,-1,42,6,100*,-20
yeast mec2-1,17,-20,38,-42,3,-6,36,-29,99*,-9
bub3,24,-2,60,-27,-2,0,x,-21,99*,-19
yeast mlh1 rad18,16,-9,39,13,14,-4,41,8,98*,-8
sgs1 mgt1,14,-12,67,-21,-18,13,x,5,99*,-36

11) COc1cc(/C=C/C(=O)O)ccc1OC(C)=O
12) O=C1C2=C(c3ccccc31)C(c1ccc([N+](=O)[O-])cc1)NC(=S)N2 (stereo not given)
13) O=c1c(O)c(-c2ccc(O)c(O)c2)oc2cc(O)ccc12
14) COc1cccc2c(NNc3ccc(Cl)cc3)c3ccc([N+](=O)[O-])cc3nc12
15) [N-]=[N+]=CC(=O)COC(=O)c1ccccc1
16) COc1ccc2c(ccc[n+]2CC(=O)c2ccc(-c3ccccc3)cc2)c1
17) CCC(C)SSc1ccccc1C(=O)Nc1ccc(Cl)cc1 (stereo not given)
18) CC(C)C(OB(OC(C(C)C)C(C)C)OC(C(C)C)C(C)C)C(C)C
19) CCc1[nH]c(=O)nc(N)c1-c1ccc(N2CCCCC2)c([N+](=O)[O-])c1
20) CCCCCC(NC(C)=O)C(=O)O (stereo not given)

assay / entry,11,12,13,14,15,16,17,18,19,20
yeast cln2 rad14,-22,10,-25&0,4,0,-13,74*,-6,71*,-1
rad50,6,6,-57&-15,56,18,13,80*,26,90*,12
yeast mec2-1,-2,9,-40&-15,9,-34,15,94*,-20,87*,12
bub3,-2,-4,-48&-15,41,-40,-3,91*,-4,71*,11
yeast mlh1 rad18,-3,32,-37&-4,48,44,40,88*,2,91*,0
sgs1 mgt1,-8,2,-25&-3,34,14,3,92*,16,91*,2

21) NNc1c(F)c(F)c(-c2c(F)c(F)c(NN)c(F)c2F)c(F)c1F
22) Oc1ccc2ccccc2c1/C=N/N=C/c1c(O)ccc2ccccc12
23) CCC/C=N/Nc1ccnc(SC)n1
24) NC(=O)NN=C(CS)CS
25) CCCCOC(=O)C1CC2OC2CC1C(=O)OCCOCCOC(=O)C1CC2OC2CC1C(=O)OCCCC (stereo not given)
26) COc1cccc([N+](=O)[O-])c1
27) CC1(S)CC2C(CC1Sc1ccccc1)C2(C)C (stereo not given)
28) O=[N+]([O-])c1ccc(N/N=C/CCCCO)c([N+](=O)[O-])c1
29) COC(=O)c1ccccc1/C=C1\Cc2cc3c(cc2C1=O)CCC3
30) O=C1OC(c2ccccc2)(c2ccccc2)CC12CC(c1ccccc1)(c1ccccc1)OC2=O

assay / entry,21,22,23,24,25,26,27,28,29,30
yeast cln2 rad14,90*,21,-36,-12,-40,-6,-16,-31,6,-2
rad50,88*,31,-7,64,-18,18,-27,13,-32,-4
yeast mec2-1,89*,-15,6,48,-6,32,-41,-5,-45,15
bub3,90*,6,38,27,15,-1,-49,10,-4,-4
yeast mlh1 rad18,87*,4,-5,85*,-42,6,-61,-6,-8,-29
sgs1 mgt1,92*,54,21,75*,-14,-15,-52,-1,-1,4

31) Cc1ccc(NC(=O)CCSC(=O)Nc2ccc(C)cc2)cc1
32) O=C1OS(=O)(=O)c2cc3c(cc21)C1C(C2C3C3(Cl)C(Cl)=C(Cl)C2(Cl)C3(Cl)Cl)C2(Cl)C(Cl)=C(Cl)C1(Cl)C2(Cl)Cl (stereo not given)
33) CC(=O)C1C(=O)C(=O)N(c2ccc(F)cc2)C1=O (stereo not given)
34) CC1CN=C(N(C(=O)Nc2ccc(F)c(Cl)c2)c2ccccc2)S1 (stereo not given)
35) C=C(C)CS(=O)(=O)Cc1ccccc1
36) CCC1c2ccc(OC)cc2C(c2ccc(OC)cc2)C1C (stereo not given)
37) Nc1ccc(N)c(N)c1
38) COc1ccc(OC2(c3cc(OC)ccc3OC)OC(=O)c3ccccc32)cc1 (stereo not given)
39) O=C(Nc1cccc2ccccc12)c1ccccc1
40) COc1ccc(N=N/C(=N/NC(=O)c2ccccc2)c2ccc(N(CCC#N)CCC#N)cc2C)cc1

assay / entry,31,32,33,34,35,36,37,38,39,40
yeast cln2 rad14,21,61,-7,25,-41,-6,-31,20,-37,-7
rad50,-1,84*,-17,-2,15,-13,26,0,18,-4
yeast mec2-1,-3,72*,-16,14,-10,-8,53,7,-38,-14
bub3,8,74*,-26,41,-5,-15,-5,1,-9,-23
yeast mlh1 rad18,8,74*,-27,-30,8,-30,7,7,19,-44
sgs1 mgt1,-7,87*,-5,-12,-2,-4,31,15,0,-23

41) N#Cc1c(-c2ccccc2)c[nH]c1/N=C/N
42) CCCCCCCCCCC(C(=O)OCCCC)P(=O)(OCCCC)OCCCC (stereo not given)
43) COc1cc(-c2cc(=O)c3cc(C)c(C)c(C(=O)O)c3o2)cc(OC)c1OC
44) CCCCN(CCCC)CCCNC(=O)OCC
45) CCCCSC(=CC(=O)c1cccc(C(=O)C=C(SCCCC)SCCCC)n1)SCCCC
46) N#C/C(=C\c1ccccc1Br)C(=O)c1ccccc1
47) Nc1nc(N)c(-c2ccc(Cl)cc2)c(CCC(=O)Nc2cccc(C(F)(F)F)c2)n1
48) O=C1N(Cc2ccccc2)C2CCS(=O)CCC2N1Cc1ccccc1 (stereo not given)
49) COC1OC(COC(=O)c2ccc([N+](=O)[O-])cc2)C(O)C1SC#N (stereo not given)
50) c1cnc2c(c1)-n1cccc1C1(CCOCC1)NN2

assay / entry,41,42,43,44,45,46,47,48,49,50
yeast cln2 rad14,-10,81*,-36,15,-41,11,0,9,-10,-11
rad50,-18,36,16,-4,20,15,-25,-18,44,-73
yeast mec2-1,-17,73*,1,-23,-4,6,-4,-4,-2,-30
bub3,-10,21,-4,-27,-10,-13,-17,14,13,-13
yeast mlh1 rad18,-6,59,14,-6,2,-14,-21,7,43,-41
sgs1 mgt1,-10,31,-5,-7,11,-3,-30,-5,41,-54

51) CN(C)C12CCCCC1S(=O)(=O)C2 (stereo not given)
52) O=C(CN1CCOCC1)NC(=O)c1ccccc1
53) CC1=CC(C)C(C)N(CCNS(=O)(=O)c2ccc(C)cc2)c2ccccc21 (stereo not given)
54) CCCCCCCCCCCCCC(=O)CC
55) COc1cc2c(c(O)c1C)C(=O)C(Cl)=CC2=O
56) CCCC(=O)OCCOc1ccc(C(C)(C)C)cc1
57) COC(=O)c1nnc(C(=O)OC)c2c1[nH]c1ccccc12
58) CCCCCCCCCCC(CCCCCCCCCC)C1CCCCC1
59) Cc1cc(Cc2ccc(N=C=O)c(C)c2)ccc1N=C=O
60) CC(=O)NNc1nc(C)c(C(/C=C/c2cccc([N+](=O)[O-])c2)=N/NC(=S)NN)s1

assay / entry,51,52,53,54,55,56,57,58,59,60
yeast cln2 rad14,-84,2,43,19,99*,4,11,-1,8,4
rad50,10,-4,44,56,99*,-6,79*,33,-1,6
yeast mec2-1,-3,-4,36,-3,99*,3,28,-3,-20,-5
bub3,13,0,41,12,99*,23,43,0,-7,12
yeast mlh1 rad18,5,-11,31,22,99*,0,40,11,1,12
sgs1 mgt1,-9,6,36,18,99*,14,55,-10,-9,2

61) Cn1c(=O)c2[nH]c(-c3ccc(Cl)cc3)nc2n(C)c1=O
62) CC(=O)CC(=O)N1CCN(C(=O)CC(C)=O)CC1
63) C=CCn1c(=O)n(C)c2c(=O)n(C)c(=O)n(C)c21
64) CCOc1ccc2c(c1)n([O-])c1cc(Br)ccc1[n+]2=O
65) CC1CC=CCC1(CO)CO (stereo not given)
66) CCOC(=O)CCC(NC(=O)OCc1ccccc1)C(=O)NC(CCC(=O)OCC)C(=O)NC(CCC(=O)OCC)C(=O)NC(CCC(=O)OCC)C(=O)NC(CCC(=O)OCC)C(=O)NC(CCC(=O)OCC)C(=O)NC(CCC(=O)OCC)C(=O)OCC (stereo not given)
67) CCc1cc2cc([N+](=O)[O-])ccc2[nH]1
68) Cc1nsc2cc(Cl)n(C)c(=O)c12
69) CNc1ncnc2c(C3OC(CO)C(O)C3O)[nH]nc12 (stereo not given)
70) O=C1CN(C=C(C(=O)c2ccccc2)C(=O)c2ccccc2)C(=S)N1

assay / entry,61,62,63,64,65,66,67,68,69,70
yeast cln2 rad14,-18,x,21,49,-4,26,-5,-8,21,-39
rad50,-4,-17,25,22,-2,-24,5,-15,16,-62
yeast mec2-1,8,-17,6,86*,-15,-16,5,7,11,-32
bub3,-6,x,18,79*,-4,-11,-17,-16,-1,-8
yeast mlh1 rad18,9,-23,16,86*,-1,2,2,-2,13,-30
sgs1 mgt1,9,x,4,88*,-11,-10,-1,-31,7,-19

71) CN(C)c1ccc(/C=N\NC(=S)NN2CCN(NC(=S)N/N=C\c3ccc(N(C)C)cc3)CC2)cc1
72) Cc1cc(C)n(C2=NCCN2)n1
73) C[N+]1(C)CCC(c2ccccc2)(c2ccccc2)C(O)C1 (stereo not given)
74) CC(C)(C)c1ccc(C(C)(C)C)c(=O)[nH]1
75) NC1=NN(c2ccccc2)C(=O)C1C(=O)CCC(=O)Nc1cccc(Cl)c1 (stereo not given)
76) CSc1n[nH]c(=O)nc1NN
77) CC1=C(C(=O)CC(=O)C(=O)Nc2cccc(Cl)c2C)Sc2ccccc2N1
78) Cc1ccc(S(=O)(=O)N2CCCSCCSCCCSCC2)cc1
79) COC(=O)C(Cc1ccccc1)NC(=O)Cn1ccnc1[N+](=O)[O-] (stereo not given)
80) CC(C)(C)c1ccc(OCCCCl)c(C(C)(C)C)c1
81) OCC1OC(n2cnc3c(NO)ncnc32)CC1O (stereo not given)

assay / entry,71,72,73,74,75,76,77,78,79,80,81
yeast cln2 rad14,5,-33,0,-42,18,-90,19,-51,8,-15,-7
rad50,30,-26,-9,-32,10,5,-19,4,10,-15,-4
yeast mec2-1,11,-34,41,-19,-2,-5,-8,-6,-20,-15,14
bub3,2,4,-8,-6,5,-10,-14,-16,-16,-11,14
yeast mlh1 rad18,28,-18,2,6,2,-2,-11,-3,-3,-16,-10
sgs1 mgt1,5,-14,0,-12,-11,-14,-31,1,15,-1,14
